High-throughput results from PubChem BioAssay.
D1 antag = Antagonist of Human D 1 Dopamine Receptor: qHTS | D(1A) dopamine receptor (Homo sapiens), P21728 | HEK293 TREx D1 cells, calcium flux, dopamine EC80; hits give low values | activity change, negative = inhibition, % at 10 µM | 3.2% of 360,000 active | AID 504652, 2011; in the data active means activity change below about -30%; further: on the % scale 0 is the no-effect control and ±100 the full control effect
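Cells carrying a force-coupled, tetracycline-inducible human D1 receptor report calcium flux. Each well gets a 10 s baseline, compound with 180 s monitoring, then an EC80 dopamine stimulus with a second 180 s kinetic read.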
TRHR enhancer = qHTS for Small Molecule Agonists and Allosteric Enhancers of Human TRH Receptor: Primary Screen for Enhancers; Thyrotropin-releasing hormone receptor (Homo sapiens), P34981; TRHR cells, fluo-8 calcium fluorescence, EC20 TRH enhancement; enhancement, % at 2 µM; 0.66% of 360,000 active; in the data active means enhancement above about 30%; further: 0% is about no effect
Target sequence (P34981 whole entry, looked up): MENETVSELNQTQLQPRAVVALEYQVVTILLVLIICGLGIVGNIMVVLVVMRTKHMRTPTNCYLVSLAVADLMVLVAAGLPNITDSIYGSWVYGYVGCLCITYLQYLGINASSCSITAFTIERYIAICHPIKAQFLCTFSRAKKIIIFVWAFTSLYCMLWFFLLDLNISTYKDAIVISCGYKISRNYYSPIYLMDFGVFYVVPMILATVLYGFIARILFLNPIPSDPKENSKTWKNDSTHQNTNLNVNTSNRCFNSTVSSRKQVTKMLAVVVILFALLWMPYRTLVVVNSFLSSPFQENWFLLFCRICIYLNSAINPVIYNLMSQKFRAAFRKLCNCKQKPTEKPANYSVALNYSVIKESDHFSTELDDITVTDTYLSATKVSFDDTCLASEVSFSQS
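Enhancer read-out: after compound pinning and an initial kinetic agonist-mode read, an EC20 of TRH (10 nM final) was injected and fluo-8 calcium signal (Ex 480/Em 530) followed at 1 s/cycle for 100 cycles in TRHR-expressing cells.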
D1 PAM = Potentiators of Human D1 Dopamine Receptor: qHTS; HEK293 TREx D1 cells, calcium flux, dopamine EC20 potentiation; potentiation, % at 10 µM; 0.036% of 360,000 active; D(1A) dopamine receptor (Homo sapiens), P21728; in the data active means potentiation above about 30%; further: 0% is about no effect
RXFP1 ag = qHTS Assay for Agonists of the Relaxin Receptor RXFP1. 0.3% of 370,000 active. Potency, µM (series often up to 57.5 µM), for the others: at the highest dose activation, actives largely listed as activators. Relaxin receptor 1 (Homo sapiens), Q9HBX9. HEK293T-RXFP1 cAMP TR-FRET, 30 min; response scale: percent of porcine relaxin response, buffer zero. AID 2676, 2010; active means well fitted activation curve with a large enough effect; inconclusive means small, poorly fitted or top-dose-only effect; further: potency means the concentration at half of the fitted maximal effect; on the % scale 0 is the no-effect control and ±100 the full control effect; nearly all actives have a fitted effect of over 60% in size; many of its hits are not listed in these tables
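cAMP rise read by TR-FRET after 30 min, 37C compound exposure (up to 58 uM) in RXFP1-transfected HEK293 cells with Ro 20174 present. EC50 from Hill-equation fits, with 29 nM porcine relaxin as 100% and buffer as basal.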
D2 antagonist = HTS Assay for Allosteric Antagonists of the Human D2 Dopamine Receptor: Primary Screen for Antagonists | AID 485344, 2010 | HEK293 TREx D2 cells, calcium flux, dopamine EC80 | 2% of 340,000 active | D(2) dopamine receptor (Homo sapiens), P14416 | inhibition, % at 10 µM; in the data active means inhibition above about 30%; further: 0% is about no effect
Target sequence (P14416 whole entry, looked up): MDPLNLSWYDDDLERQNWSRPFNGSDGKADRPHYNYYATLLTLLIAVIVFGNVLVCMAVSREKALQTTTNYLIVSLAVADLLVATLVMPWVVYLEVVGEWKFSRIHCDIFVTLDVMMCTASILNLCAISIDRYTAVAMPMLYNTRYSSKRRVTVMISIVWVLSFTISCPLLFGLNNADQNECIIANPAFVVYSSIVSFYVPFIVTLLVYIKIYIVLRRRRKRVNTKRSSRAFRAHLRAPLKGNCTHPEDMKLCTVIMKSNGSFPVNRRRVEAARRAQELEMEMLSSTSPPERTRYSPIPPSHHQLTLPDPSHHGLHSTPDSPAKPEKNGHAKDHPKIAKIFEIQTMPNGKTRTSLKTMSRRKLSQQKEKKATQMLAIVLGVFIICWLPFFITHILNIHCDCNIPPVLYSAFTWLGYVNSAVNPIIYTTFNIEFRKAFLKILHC
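In this primary screen, negative modulation is detected by tracking calcium flux after an EC80 dopamine challenge in inducible HEK293 T-REx D2 cells preexposed to test compound for 180 s.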
D2 PAM = HTS Assay for Positive Allosteric Modulators of the Human D2 Dopamine Receptor: Primary Screen for Potentiators. HEK293 T-REx D2, calcium flux, EC20 dopamine potentiation. potentiation, % at 10 µM. 0.34% of 340,000 active. AID 485347, 2010;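 active means potentiation over 3 SD above the plate norm, cut at about 30% in these data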; further: 0% is about no effect
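Tetracycline-induced HEK293 T-REx cells force-coupled to calcium signalling expressed D2; compounds were pin-added after a 10 s baseline, read kinetically 180 s, then an EC20 dopamine challenge followed with a further 180 s calcium read.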
RXFP1 antagonist = qHTS Assay for Antagonists of the Relaxin Receptor RXFP1 | Relaxin receptor 1 (Homo sapiens), Q9HBX9 | HEK293-RXFP1, relaxin-stimulated cAMP HTRF, 30 min; hits give low values | activity change, negative = inhibition, % at 57.5 µM | 0.59% of 350,000 active;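 active means activity change of -60% or lower, but not beyond a set lower limit; inconclusive means change between -60% and -40%, or beyond the set limit; inactive means change above -40%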; further: on the % scale 0 is the no-effect control and ±100 the full control effect
D2 agonist = HTS Assay for Allosteric Agonists of the Human D2 Dopamine Receptor: Primary Screen for Agonists. HEK293 T-REx D2 cells, calcium flux agonist mode. activation, % at 2 µM. 0.53% of 340,000 active;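 active means activation over 3 SD above normal in the single-dose calcium agonist read, cut at about 30% in these data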; further: 0% is about no effect
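Tetracycline-induced HEK293 T-REx cells with force-coupled D2 receptor, plated overnight at 30 C, loaded with no-wash calcium dye. After a 10 s baseline, compound was pin-added and calcium flux read kinetically for 180 s; calcium rises flagged agonists.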
D1 ag = Allosteric Agonists of the Human D1 Dopamine Receptor: qHTS; D(1A) dopamine receptor (Homo sapiens), P21728; 1% of 360,000 active; HEK293 T-REx D1 cells, calcium flux, agonist mode; activation, % at 2 µM; in the data active means activation above about 30%; further: 0% is about no effect
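Agonism was scored from calcium flux recorded over 180 s (1 read/s) after pintool compound addition, following a 10-cycle baseline. Cells were inducible force-coupled HEK293 TREx D1, plated overnight at 30 C and loaded with no-wash calcium dye.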
The depositor's hits bear a star; u = inconclusive; x = not tested or not shown; & = joins results of further samples. An excerpt; count on the stated rates, not on these rows.

SMILES	D1 antag	TRHR enhancer	D1 PAM	RXFP1 ag	D2 antagonist	D2 PAM	RXFP1 antagonist	D2 agonist	D1 ag
COc1cccc(N2CCN(S(=O)(=O)c3ccc4c(c3)NC(=O)CS4)CC2)c1	-32*	-4	-2	1.0%	-8	5	3	0.8	3
CCOC(=O)c1c(N)n(-c2ccc(N)cc2)c2nc3ccccc3nc12	20	0	2	0.5%	-1	-14	-6	44*	-1
CCOC(=O)c1sc(C)c2c1NC1(CCCCCC1)NC2=O	-12	-5	-2	-1.1%	-6	3	1	-0.8	0
COc1ccc(CNc2ncc(-c3cccc([N+](=O)[O-])c3)n2C)c(OC)c1OC	-17	2	-4	1.7%	-2	-2	-8	-0.9	3
COc1cccc(CN2CCN(c3ncccn3)CC2)c1	-9	-4	3	0.5%	95*	-29	3	93*	0
COc1ccc(NC2CS(=O)(=O)CC2OC(=O)c2ccc(F)cc2)cc1 (stereo not drawn)	-6	4	-2	0.8%	-6	5	-28	1.1	2
Cc1ccc(S(=O)(=O)NCCC(=O)NCc2ccccn2)cc1	11	-1	-5	0.5%	2	21	-26	0.0	1
CN(C)c1nc(Oc2ccc(=O)[nH]n2)nc(N2CCOCC2)n1	5	2	3	-0.9%	x	x	-2	x	-2
CC(C)NC(=S)N/N=C/c1ccccc1[N+](=O)[O-]	-28	2	-3	-0.5%	-6	-8	-5	-0.6	1
COc1ccccc1CNC(=O)COC(=O)c1ccccc1-c1ccccc1	-11	-8	-6	0.1%	16	4	-4	1.3	13
CCOC(=O)C(C)/C(C)=N/NC(=O)c1cc2ccccc2cc1O (stereo not drawn)	-9	9	-4	-0.7%	-15	-2	u	0.3	2
O=C(Cn1c(-c2cccs2)cc2cc(Cl)ccc21)NCc1ccccc1	3	5	-3	16%	x	2	-15	x	0
CCOc1ccc(NC(=NCc2ccc3c(c2)OCO3)SC2CC(=O)N(c3ccc(C(=O)O)cc3)C2=O)cc1 (stereo not drawn)	3	0	-6	2.6%	-14	3	-31	-0.2	8
Cn1ncc(C#N)c1/N=C/N1CCOCC1	-14	-2	-10	-0.1%	-6	2	-4	0.6	1
N#Cc1cn(CC(=O)N2CCc3ccccc3C2)c2ccccc12	-12	1	-4	0.2%	-8	4	0	-0.7	7
CC1(C)SC(=S)N(NC(=O)Nc2ccccc2)C1N(O)C(=O)Nc1ccccc1 (stereo not drawn)	0	-5	-8	2.4%	-3	9	9	0.0	4
Cc1cc(=O)n2nc(N(C)CC(=O)NCc3ccccc3C)sc2n1	-4	-1	-2	17%	x	2	x	-0.3	1
COc1cc(OC)c(OC)cc1/C=N/NC(=O)CC1C(=O)NN=C1C (stereo not drawn)	1	3	3	-0.2%	-22	-2	-1	-0.1	2
O=C(NCCCN1CCOCC1)/C(=C/c1cccnc1)NC(=O)c1ccccc1	8	-7	-2	1.7%	8	7	-7	-0.7	4
Cc1ccc(NC(=O)c2ccccc2CCc2ccccc2)c(C)c1	6	-2	0	2.5%	13	12	-8	-0.3	5
Cn1c(=O)[nH]c(=O)c2c1nc(N1CCCC1)n2CC(O)COc1ccccc1 (stereo not drawn)	22	-14	x	-0.1%	7	6	x	0.9	0
Cc1ccc(NC(=O)COC(=O)C2CC3CCCC(C2)C3=O)c([N+](=O)[O-])c1 (stereo not drawn)	16	3	-3	2.8%	-24	-9	7	0.3	5
Cc1ccc(CNC(=O)CCSCc2ccccc2C)cc1	5	2	-3	-0.2%	-6	8	-6	-1.4	2
CCn1c(COc2ccccc2C)nnc1SCC(=O)N1CCC(C)CC1	4	9	-2	0.9%	-11	-2	0	0.5	2
CN1C(=O)/C(=C/c2ccc(O)c([N+](=O)[O-])c2)N(C)C1=S	-15	1	-4	-0.1%	3	-8	-7	x	1
COCCN1Cc2cccc(C(=O)Nc3c(C)cc(C)cc3C)c2C1=O	-17	1	-7	2.2%	1	3	9	-0.1	2
O=C(NCc1nc2cccnc2n1Cc1ccc(F)cc1)c1ccccc1C(F)(F)F	3	-7	-2	1.1%	x	4	3	-1.1	0
O=C(COc1ccccc1)Nc1ncccn1	-3	1	0	2.3%	2	5	16	0.4	0
COc1ccc(CCNC(=O)c2c3c(nc4ccccc24)C(=O)N(C2CCCCC2)C3)cc1OC	-9	4	-3	0.0%	x	-3	-34	0.6	1
COc1ccc(NC(=O)NCc2ccc(Cl)cc2)cc1	-9	1	-5	-2.0%	4	3	-11	-0.6	1
COc1cc(OC)c(/C=N/NC(N)=S)cc1Br	-2	-8	-3	4.4%	7	-9	-11	-1.5	1
CSc1nc(N(C)NC(=O)c2ccc(F)cc2)c2ccccc2n1	14	-8	-4	1.2%	7	-5	10	0.7	4
O=C(COC(=O)C1CCN(S(=O)(=O)c2cccs2)CC1)Nc1ccccc1Br	-25	-1	8	-0.1%	-28	1	20	0.7	14
Cc1ccc(CSc2ccc(-c3cccs3)nn2)cc1	-14&-9	-5&7	-5&-5	u	-7	3&-11	-17&-21	1.5&0.6	22&10
CC(C)(C)NC(=O)Cn1c(SCC(=O)NC2CC2)nc2ccccc21	8	10	-7	0.8%	-2	x	1	-2.8	6
COc1ccc(Cl)cc1NC(=O)C(C)OC(=O)c1ccc(NS(=O)(=O)c2ccc3[nH]c(=O)[nH]c3c2)cc1 (stereo not drawn)	9	7	-2	2.0%	-16	-4	-26	1.2	8
Nc1nc2n(n1)C(=O)CC(c1ccccc1)N2 (stereo not drawn)	1	8	2	-1.2%	x	x	0	x	2
CC(C)(C)NC(=O)C(c1cccs1)N(C(=O)c1csnn1)c1ccccc1F (stereo not drawn)	-3	0	-2	-0.1%	-8	-18	3	-0.9	0
FC(F)(F)C(Oc1nc(NC2CCCCC2)nc(N2CCOCC2)n1)C(F)(F)F	37	3	12	2.5%	-2	2	-20	0.1	5
Fc1ccc(Nc2nc(Oc3ccccc3F)nc(N3CCCC3)n2)cc1	2	1	6	0.4%	-12	8	7	-0.1	0
Cc1ccc(S(=O)(=O)c2nc(NC3CCS(=O)(=O)C3)sc2Cl)cc1 (stereo not drawn)	x	-9	-2	1.2%	0	22	1	-0.6	1
Cn1c(CNC(=O)C(Cc2ccccc2)NC(=O)c2ccccc2)cc(=O)n(C)c1=O (stereo not drawn)	3	-2	-7	-5.5%	-3	-3	-7	-0.1	3
CN(C)/N=C/c1ccc(P(c2ccc(/C=N/N(C)C)o2)c2ccc(/C=N/N(C)C)o2)o1	-28	-1	0	0.8%	-13	12	-19	6.0	0
CCN(CC)CCNC(=O)c1ccc(NC(=O)c2cccc(S(=O)(=O)N3CCc4ccccc43)c2)cc1	-5	6	-4	-0.5%	-17	11	-15	-1.2	4
CCCCCCC(=O)N/N=C(\C)Cc1ccccc1	-3	4	-5	0.6%	-5	-7	-9	1.0	7
CCOc1ccc(NC(=O)Cn2nnc(C(=O)Nc3ccc(OCC)cc3)c2N)cc1	10	0	3	3.9%	x	2	x	0.2	-1
CC(C)(C)OC(=O)N1CCC[C@H]1c1nnc(SCC(=O)Nc2cccc(Cl)c2)o1	4	-2	-3	-0.3%	1	-4	-21	-0.4	0
CCN(c1ccccc1)S(=O)(=O)c1ccc(F)c(C(=O)Nc2ccc(C)cc2)c1	-21	8	-4	1.4%	x	x	-28	-1.2	4
COc1ccc(N(CC(=O)N/N=C(\C)c2ccc(OC)c(OC)c2)S(=O)(=O)c2ccccc2)cc1	8	7	-3	4.1%	8	-7	5	0.1	7
COc1ccc(NC2=CC(=O)CC(C)(C)C2)cc1OC	-9	-5	-5	1.0%	x	x	9	x	1

More records.
SMILES	D1 antag	TRHR enhancer	D1 PAM	RXFP1 ag	D2 antagonist	D2 PAM	RXFP1 antagonist	D2 agonist	D1 ag
COc1cc(C(=O)Nc2ccc(OCC(=O)N3CCOCC3)cc2C)cc(OC)c1OC	-2	-5	-1	-0.6%	-16	0	-18	-4.7	2
CN(C)[C@@H](CO)c1nnc([C@H](CC(=O)O)NC(=O)C2CCNCC2)o1	-1	6	-2	0.6%	11	-3	x	-0.1	2
CCOC(=O)Cc1csc(NC(=O)c2cccc(OC)c2)n1	-12	5	-6	-0.5%	7	3	-10	0.4	4
Cc1ccc(C(=O)Nc2ccc3c(c2)n(C)c(=O)c(=O)n3C)cc1	-1	-1	4	14%	x	1	-17	-0.2	1
CCCn1nc(C(=O)NCc2ccccn2)c2ccccc2c1=O	-39*	0	-23	1.0%	-7	0	3	0.7	2
CCS(=O)(=O)NCCc1csc2nc(-c3ccc(C)cc3)nn12	x	-6	3	5.3%	x	-2	-11	-0.3	9
O=C(COC(=O)/C=C/c1ccc(Cl)cc1Cl)NCc1ccco1	-13	-5	-4	2.2%	-5	0	-9	-0.3	5
Cc1ccc(CNC(=O)c2ccc([N+](=O)[O-])o2)cc1	-5	5	-2	-1.5%	0	-7	5	0.3	2
O=C(O)c1cc2nc(-c3ccccc3)cc(C(F)(F)F)n2n1	1	11	1	-0.9%	-3	-5	-1	-0.3	4
Cc1cnc(C(=O)OCC(=O)Nc2oc(-c3ccccc3)c(-c3ccccc3)c2C#N)cn1	-5	1	-3	-0.8%	24	-4	-2	-0.2	2
Cc1n[nH]c(=O)n1-c1ccc(OCc2ccccc2)cc1	8	11	3	-0.9%	11	10	-4	-0.9	3

An excerpt of these results, in markdown:
| Structure | D1 antag | TRHR enhancer | D1 PAM | RXFP1 ag | D2 antagonist | D2 PAM | RXFP1 antagonist | D2 agonist | D1 ag |
| --- | --- | --- | --- | --- | --- | --- | --- | --- | --- |
| Cc1ccc(C(=O)Nc2ccc3c(c2)n(C)c(=O)c(=O)n3C)cc1 | -1 | -1 | 4 | 14% | x | 1 | -17 | -0.2 | 1 |
| CCCn1nc(C(=O)NCc2ccccn2)c2ccccc2c1=O | -39* | 0 | -23 | 1.0% | -7 | 0 | 3 | 0.7 | 2 |
| CCS(=O)(=O)NCCc1csc2nc(-c3ccc(C)cc3)nn12 | x | -6 | 3 | 5.3% | x | -2 | -11 | -0.3 | 9 |
| O=C(COC(=O)/C=C/c1ccc(Cl)cc1Cl)NCc1ccco1 | -13 | -5 | -4 | 2.2% | -5 | 0 | -9 | -0.3 | 5 |
| Cc1ccc(CNC(=O)c2ccc([N+](=O)[O-])o2)cc1 | -5 | 5 | -2 | -1.5% | 0 | -7 | 5 | 0.3 | 2 |
